a7 integrin act = activators of alpha7 integrin expression for muscular dystrophy. 350,000 compounds, 0.064% hits. alpha7betagal myoblasts, beta-gal FDG fluorescence, 48 h. AID 624291. Potency, µM (highest dose often 38.3 µM), for the others: top-dose activation, actives largely listed as activators;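 further: potency means the concentration at half of the fitted maximal effect; 100% = response of the positive control SU9516; nearly all actives have a fitted effect of over 60% in size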
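alpha7betagal+/- myoblasts (passage 13, 250/well) treated 48 h at 37C with compounds at 1:260 dilution of DMSO stock. Lysed, then beta-galactosidase activity read as FDG fluorescence (ex 480/em 540) after 30 min, with pre-read for autofluorescence.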
GALK inh = galactokinase (human) inhibition; Potency, µM (top dose mostly 57.5 µM), for inactives: top-dose activity change, negative = inhibition, most hits filed as inhibitors; AID 1868; Purified GALK, Kinase-Glo residual ATP luminescence; 270,000 compounds, 0.007% hits; P51570; further: potency means the concentration at half of the fitted maximal effect; on the % scale 0 is the no-effect control and ±100 the full control effect
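ATP-depletion format; final 35 uM ATP, 100 uM D-galactose, 5 nM enzyme; pH 8.0 HEPES/Mg2+ buffer; 60 min RT; luminescence read 10 min after detection reagent.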
MBNL1-CUG inh = inhibitors of human MBNL1 binding to CUG repeat RNA; Q9NR56; TR-FRET MBNL1-His/biotin-(CUG)12 binding, 665/545 ratio; AID 2675; 280,000 compounds, 0.036% hits; Potency, µM (doses to about 57.5 µM), without a hit: top-dose activity change, negative = inhibition, hits mostly inhibitors; active means well fitted inhibition curve with a large enough effect in the signal ratio, with a control signal flat, not every such curve was filed as active; inconclusive means small, poorly fitted or top-dose-only effect, or effect the other way, or a change in a side signal; inactive means no such curve, though single readings can be large or run the other way; the % refers to the signal ratio; further: potency means the concentration at half of the fitted maximal effect; on the % scale 0 is the no-effect control and ±100 the full control effect
Target sequence (Q9NR56 whole entry, looked up): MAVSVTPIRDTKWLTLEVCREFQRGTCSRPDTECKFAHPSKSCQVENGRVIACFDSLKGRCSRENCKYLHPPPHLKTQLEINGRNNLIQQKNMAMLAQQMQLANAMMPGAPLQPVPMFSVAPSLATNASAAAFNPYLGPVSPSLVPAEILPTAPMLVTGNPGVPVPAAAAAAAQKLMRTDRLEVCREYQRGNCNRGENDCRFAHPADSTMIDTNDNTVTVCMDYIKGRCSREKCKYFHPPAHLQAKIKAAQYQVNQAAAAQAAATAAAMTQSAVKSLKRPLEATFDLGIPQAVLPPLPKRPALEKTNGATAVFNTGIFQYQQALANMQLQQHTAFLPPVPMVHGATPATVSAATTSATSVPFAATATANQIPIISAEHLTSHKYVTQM
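Compound titration spanned 92 nM–58 uM against the MBNL1-His/biotin-(CUG)12 complex. After 60 min at room temperature with 5 nM streptavidin-XL665 and 0.055 ng/ul terbium anti-His, ratiometric 665/545 nm emission (Ex 340 nm) normalized to controls.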
hERG WT inh = blocks the wildtype human KCNH2 potassium channel | Q12809 | U2OS, BacMam KCNH2, thallium flux FluxOr; active compounds read low | activity change, % at 1.84 µM | 340,000 compounds, 0.37% hits | AID 720551;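 active means maximum activity change below -70%; inconclusive means maximum activity change between -70% and -50%; inactive means maximum activity change above -50%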; further: on the % scale 0 is the no-effect control and ±100 the full control effect
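U2OS cells transduced with wild-type KCNH2 virus are loaded with FluxOr dye for 45 min, and thallium flux is measured in kinetic reads before and after stimulation buffer. Rate constants are normalized to DMSO controls.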
MLL CXXC-DNA inh = inhibitors of human MLL CXXC domain-DNA interaction; Q03164; MLL-CXXC / FITC-HOXA9 DNA fluorescence polarization; Potency, µM (highest dose often 115 µM), for inactives: at the top dose activity change, negative = inhibition, most hits filed as inhibitors; 290,000 compounds, 0.037% hits; AID 2662; active means well fitted inhibition curve with a large enough effect in the polarisation, with a control signal flat, not every such curve was filed as active; inconclusive means small, poorly fitted or top-dose-only effect, or effect the other way, or a change in a side signal; inactive means no such curve, though single readings can be large or run the other way; the % refers to the polarisation; further: potency means the concentration at half of the fitted maximal effect
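Purified MLL-CXXC (added from a 7 uM solution) was preincubated 5 min at ambient with pinned compounds in 50 mM Tris-HCl pH 7.5, 50 mM NaCl, 1 mM DTT, 0.05% BSA. Fluorescein-labeled HOX-A9 DNA (50 nM solution) followed, 30 min, then polarization read.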
A-T KAP1 phos = candidate therapy for ataxia-telangiectasia; […] A-T fibroblasts, KAP-1 phosphorylation AlphaLISA; neocarzinostatin DNA damage 30 min before lysis; Potency, µM (series often up to 57.5 µM), for inactives: top-dose activation, hits mostly activators; 320,000 compounds, 0.19% hits; AID 485349; further: potency means the concentration at half of the fitted maximal effect; % of control where 0% means no effect; nearly all actives have a fitted effect of over 45% in size
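hTERT-immortalized A-T patient fibroblasts ([…]), 500 cells/well in OPTI-MEM, 1% FBS, got compounds for 60 min, then NCS for 30 min at 37C. Lysates were then assayed for phospho-KAP-1 by AlphaLISA (anti-pKAP1 donor, anti-KAP1 acceptor beads), 6 hr at 25C.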
ASM inhibitor = human S-ASM enzyme inhibition; placental ASM, HMU-PC fluorogenic substrate, 60 min; AID 504937; Potency, µM (series often up to 57.5 µM), inactives show at the top dose activity change, negative = inhibition, hits mostly inhibitors; 340,000 compounds, 0.006% hits; P17405; further: potency means the concentration at half of the fitted maximal effect
Target sequence (P17405 47-631 limits assumed): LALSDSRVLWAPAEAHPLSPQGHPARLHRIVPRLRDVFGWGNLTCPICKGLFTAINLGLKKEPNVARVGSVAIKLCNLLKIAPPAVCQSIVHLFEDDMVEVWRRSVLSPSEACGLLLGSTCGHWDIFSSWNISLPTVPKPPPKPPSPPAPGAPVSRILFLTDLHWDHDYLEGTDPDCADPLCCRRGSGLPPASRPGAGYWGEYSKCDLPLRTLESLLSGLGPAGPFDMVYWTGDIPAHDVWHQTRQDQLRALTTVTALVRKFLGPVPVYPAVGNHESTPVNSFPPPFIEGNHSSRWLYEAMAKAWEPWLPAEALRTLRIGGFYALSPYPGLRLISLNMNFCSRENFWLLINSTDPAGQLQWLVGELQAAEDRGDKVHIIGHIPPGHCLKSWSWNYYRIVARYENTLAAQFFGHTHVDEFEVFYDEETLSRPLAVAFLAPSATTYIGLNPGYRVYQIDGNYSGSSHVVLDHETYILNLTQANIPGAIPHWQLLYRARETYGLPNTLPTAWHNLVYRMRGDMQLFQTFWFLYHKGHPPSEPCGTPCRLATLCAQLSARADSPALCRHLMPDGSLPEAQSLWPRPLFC
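Human placenta-derived ASM preincubated with compound 10 min at room temperature, then reacted with 9 uM (final) fluorogenic HMU-PC substrate for 60 min at 37 C. Stop solution raises pH to 10; fluorescence read at Ex 386/Em 447 nm.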
TRPV1 agonist = human TRPV1 agonism; TRPV1-expressing cells, Fluo-8 calcium influx, agonist mode; activation, % at 8.33 µM; 320,000 compounds, 0.19% hits; AID 540275; in the data active means activation above about 80%; inconclusive means between about 30% and that limit; further: 0% is about no effect
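TRPV1-expressing cells were cultured overnight at 35.5C and loaded with Fluo-8 calcium dye for 40 to 90 min at room temperature. After a 10 s baseline, compound was added and calcium influx was read kinetically for 3 min (ex 480/em 520 nm).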
FBPA coupling cs = coupling enzyme interference in Giardia aldolase counter-screen; coupling enzyme system counterscreen, AmpLite Red fluorescence; activity change, negative = inhibition, % at 58.2 µM, hits read low; 290,000 compounds, 0.67% hits; AID 2472; in the data active means activity change below about -30%; further: on the % scale 0 is the no-effect control and ±100 the full control effect
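First, compound is pin-transferred into glyceraldehyde-3-phosphate coupling-enzyme reagent at 57.5 uM final and held 10 min at RT. Next, substrate, coupling system and AmpLite Red are added. After 20 min RT, fluorescence (525/598 nm) is read.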
KCNH2 3.1 inh = blocks the human KCNH2 3.1 channel isoform; U2OS KCNH2 3.1, thallium flux FluxOr; active compounds read low; activity change, % (tested at about 1.8 µM); 340,000 compounds, 0.95% hits;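 active means maximum activity change below -70%; inconclusive means maximum activity change from -70% to -50%; inactive means maximum activity change above -50%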;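 further: thallium influx rate constant from kinetic fluorescence after stimulation buffer; on the % scale 0 is the no-effect control and ±100 the full control effect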
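Thallium flux read-out: FluxOr dye with Red40 quencher in HBSS/HEPES, 45 min at RT. Rate constants from kinetic reads were normalized to positive and negative DMSO controls. Cells: U2OS virally expressing the 3.1 isoform.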
* = called active by the depositor; ? = inconclusive; . = no result given; & = joins results of further samples; [ ] = remark or other dose. Unless noted, the call rests on the fitted dose curve; in most records, active means well fitted curve in the direction sought with a large enough effect; inconclusive means small, poorly fitted or top-dose-only effect, or another doubt; inactive means no such curve, though single readings can be large; an effect the other way counts as inactive or inconclusive.

SMILES	a7 integrin act	GALK inh	MBNL1-CUG inh	hERG WT inh	MLL CXXC-DNA inh	A-T KAP1 phos	ASM inhibitor	TRPV1 agonist	FBPA coupling cs	KCNH2 3.1 inh
O=C(O)Cc1ccc2c(c1)N(S(=O)(=O)c1cccs1)CC(C(=O)O)O2 (configuration not stated)	14.9%	-1.3%	-0.1%	-4.1	?	8.3%	3.7%	0.3	1.1	3.9
CCOC(=O)c1[nH]cnc1C(=O)NC1CCN(C(=O)OC(C)(C)C)CC1	-40.6%	.	.	15.8	.	-4.0%	1.1%	0.8	.	0.2
OCCNCc1cc(Br)ccc1OCc1ccc(F)cc1	-35.6%	0.4%	1.5%	82.1	2.3%	2.9%	0.9%	0.4	-0.3	-5.7
CCOc1cc(/C=C2\C(=N)N3N=C(CC)SC3=NC2=O)ccc1OCCOc1ccc(NC(C)=O)cc1	9.0%	-8.4%	5.0%	-1.2	1.2%	-2.6%	-4.5%	5.6	3.7	11.1
O=C(NC1CCCCCC1)C1CCN(C(=O)c2cccc(Cl)c2)CC1	-18.6%	-2.4%	0.8%	0.1	11.7%	0.6%	-1.0%	4.5	-2.1	31.1
C/C(=N\NC(=O)CNC(=O)c1cccs1)c1ccc(Cl)c(Cl)c1	27.8%	1.0%	-3.0%	-3.7	11.1%	-3.6%	-5.0%	0.4	0.1	19.1
CCN(CC)S(=O)(=O)c1cccc(C(=O)NC(C(=O)NCCc2ccccn2)C(C)C)c1 (configuration not stated)	-0.4%	.	.	-2.5	.	3.3%	-1.1%	.	.	31.0
CCCc1ccc(-c2cc(NC(=O)CSc3n[nH]c(N)n3)n(-c3ccccc3)n2)cc1	-13.3%	1.6%	-1.4%	-11.0	-3.9%	.	-12.1%	12.0	1.2	0.3
CCCn1c(SCC(=O)N2CCCCC2)nnc1-c1ccco1	1.9%	-0.7%	3.6%	21.0	0.0%	2.5%	-0.8%	3.7	-0.5	-3.2
COCCCNC(=O)CN(c1cc(Cl)ccc1OC)S(C)(=O)=O	-5.0%	-0.5%	0.8%	-0.7	0.9%	-0.1%	-4.2%	-1.8	5.3	34.9
COc1cccc(S(=O)(=O)NCc2ccc3c(c2)OCO3)c1	0.8%[7.66 µM]	-0.1%	-3.3%	5.0	3.3%	.	-0.4%	-4.5	1.4	8.9
Cc1ccc(N(C(=O)c2csnn2)C(C(=O)NC(C)(C)C)c2ccccn2)cc1 (configuration not stated)	28.5%	-2.4%	1.5%	-4.3	0.7%	4.8%	0.6%	0.9	1.0	-2.2
C/C(=N\O)c1ccc2[nH]ccc2c1	19.3%	-2.6%	-1.7%	1.3	-0.1%	0.3%	0.8%	.	-0.9	4.1
O=C(CCn1c(=S)oc2ccccc21)NC1CCCCC1	?	-0.6%	1.1%	0.5	2.0%	0.0%	-0.8%	7.7	2.9	-28.3
COc1ccc(/C=C2\SC(=S)N(CCCC(=O)N3CCOCC3)C2=O)cc1OC	-42.8%	-1.2%	?	2.9	14.1%	-0.4%	-5.3%	3.1	3.9	7.4
NS(=O)(=O)c1ccc(CCNC(=O)CC(NC(=O)c2ccccc2Cl)c2ccccc2)cc1 (configuration not stated)	-26.1%	-1.4%	-5.2%	-3.5	-4.1%	-0.2%	5.1%	0.5	-2.7	0.7
O=C(COc1ccccc1)Nc1nnc(S(=O)(=O)Nc2ccccc2)s1	0.0%	.	-4.2%	28.7	-25.2%	4.2%	-2.5%	2.6	0.3	0.8
Cc1cc(C)n(C(=O)c2ccc(NC(=O)C3COc4ccccc4O3)cc2)n1 (configuration not stated)	9.5%	0.2%	9.7%	-0.3	-11.0%	.	-3.3%	17.1	0.6	6.8
COc1ccc(-c2cc(C(F)(F)F)nc(S(C)(=O)=O)n2)cc1OC	-8.7%	0.1%	9.9%	15.3	?	-4.5%	11.1%	-3.6	0.6	16.0
COc1cc(OC)cc(C(=O)NNC(=O)CCNS(=O)(=O)c2ccc(C)c(C)c2)c1	-15.6%	.	.	4.8	.	9.7%	0.7%	-1.8	.	-10.4
CCOc1ccc(CCNC(=O)C2CCN(c3nnc(-n4cccc4)s3)CC2)cc1	9.3%	1.9%	-1.3%	-12.2	-4.1%	25.0%	-4.5%	-2.6	1.5	6.4
CC(=O)Nc1nnc(COc2ccc(Cl)cc2)s1	5.2%	4.4%	-6.2%	-3.7	11.6%	4.8%	6.5%	-1.8	-0.2	0.2
O=C1CCCN1c1ccc(S(=O)(=O)Nc2cccnc2)cc1	-20.6%	0.1%	-0.2%	3.1	0.0%	7.5%	0.3%	-5.1	3.2	10.0
CC(C)Sc1nc2[nH]ncc2c(=O)[nH]1	3.1%	-2.8%	-4.4%	-2.9	-12.0%	-0.9%	0.2%	-1.6	0.7	-3.4
O=C(CN1C(=O)NC2(CCCCC2)C1=O)N1CCN(S(=O)(=O)c2ccc(F)c(F)c2F)CC1	2.2%	.	.	4.0	.	2.8%	1.3%	-1.7	.	-8.4
N#CC1=C(N)N2C(=C(C#N)C1c1ccc(Br)cc1)Nc1ccccc12 (configuration not stated)	-57.8%[inhibitor]	-1.9%	23.6%	-0.3	21.6%	1.9%	70.8%	0.3	-0.5	15.3
CCOC(=O)C1CCCN(Cc2ccc(OCc3ccccc3)cc2)C1 (configuration not stated)	-40.7%	4.2%	-17.1%	20.8	-3.5%	23.9%	0.3%	7.0	-1.8	2.5
CCC(CC)c1nnc(NC(=O)c2nn(C)c(=O)c3ccccc23)s1	.	-2.2%	7.2%	.	9.9%	1.1%	.	-0.6	-0.7	.
O=C(CC(Nc1ccc(Cl)cc1)C(=O)O)c1ccccc1 (configuration not stated)	-2.0%	0.0%	3.9%	-18.2	0.1%	1.3%	10.6%	-0.2	-0.4	-10.5
CCCc1ccc2oc(C(=O)N(C)Cc3cnccn3)c(C)c2c1	21.3%	-6.4%	-1.9%	-7.7	5.7%	-0.1%	0.6%	-1.7	.	-6.2
COc1ccc(C2/C=C\CN(Cc3ccncc3)CC(=O)N2Cc2ccc(F)cc2)cc1 (configuration not stated)	-24.5%	-3.0%	-11.6%	7.9	-3.3%	-3.2%	-6.5%	2.5	-3.6&5.9	3.4
COc1cc(C(=O)NNC(=O)c2cc(-c3ccccc3)n[nH]2)cc(OC)c1C	-29.6%	.	.	0.2	.	-10.2%	-5.9%	-3.7	.	12.5
Cn1c(=O)[nH]c(=O)c2c1nc(N1CCOCC1)n2CCSc1nc2ccccc2[nH]1	0.0%	-0.7%	-1.7%	0.1	-1.7%	4.2%	1.8%	-3.2	.	-0.2
CCOC(=O)N1CCN(C(=O)Nc2sc3nc4n(c(=O)c3c2C)CCC(C)CC4)CC1 (configuration not stated)	-32.4%	-0.7%	1.7%	-3.8	2.8%	-1.9%	-2.3%	-1.8	-0.8	-16.3
COc1cccc(CNC(=O)Cn2c(=O)n(CCC(=O)N3CCCCC3)c(=O)c3sccc32)c1	10.7%	13.1%	-0.6%	20.1	4.3%	3.8%	-1.6%	1.9	0.5	-9.1
O=C(O)/C=C/c1ccc(S(=O)(=O)Nc2ccc(C(=O)NCC(=O)O)cc2)cc1	0.3%	15.8%	0.0%	4.1	-3.2%	0.0%	0.9%	0.8	1.8	-4.4
Cc1ccc(C)c(NC(=O)COC(=O)CCNC(=O)c2ccco2)c1	24.5%	.	.	-5.7	.	-1.3%	1.4%	2.3	.	-1.6
Cc1cccc(NC(=O)CN2CCCN(S(=O)(=O)c3ccc(Br)s3)CC2)c1	20.6%	1.2%	14.5%	10.4	4.7%	1.0%	-0.7%	-0.2	0.2	-20.4
Nc1ncnc2c1ncn2[C@@H]1O[C@H](CNS(=O)(=O)CCCCl)[C@@H](O)[C@H]1O	5.5%	.	.	-5.5	.	-0.6%	7.0%	.	.	-7.0
Fc1ccc(/C=N/N2CCCCC2)c(F)c1	-16.8%	0.6%	3.7%	-3.6	37.8%	3.3%	8.7%	11.5	-3.2	2.3
O=C(Nc1ccc(F)cc1)Nc1ccc2c(c1)CCC2	21.0%	-3.0%	-1.5%	-13.2	-4.3%	2.9%	0.1%	16.6	.	-21.4
CNCCCCOc1ccc(C(C)(C)C)cc1Cl	-70.4%[inhibitor]	8.1%	-4.2%	8.2	-0.3%	1.0%	5.1%	3.5	-3.2	2.5
C#Cc1cccc(NC(=O)CSc2nnc(-c3ccc(C(F)(F)F)cn3)o2)c1	-2.7%	.	-6.1%	1.9	-4.9%	28.8%	4.2%	-0.4	-3.2	15.3

Bioassay records from PubChem BioAssay.
